# Screens: PubChem BioAssay, National Center for Advancing Translational Sciences (NCATS)
# VP16 counter: counter-screen for ROR gamma inhibitors: Gal4-VP16 reporter | Drosophila S2 Gal4-VP16 UAS-luciferase, luminescence, 20 h | Potency, µM (titrated, usually from 53.6 µM), for the others: at the top dose activity, negative = inhibition, actives largely listed as inhibitors | actives 3.5% (n = 310,000) | AID 2546;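 note: Gal4-VP16 expression switched on by copper sulfate through the metallothionein promoter; potency is the fitted concentration of half-maximal effect; % is set by controls: 0 for no effect and ±100 for the full control effect; nearly all actives have a fitted effect of over 50% in size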
# p53 reactivation: restores transcriptional activity of mutant p53; H1299 p53-A138V BP100-luciferase reporter, luminescence, 24 h; Potency, µM (titrated, usually from 92.2 µM), without a hit: at the highest dose activity change, positive = activation, actives largely listed as activators; actives 0.063% (n = 320,000); note: potency is the fitted concentration of half-maximal effect; % of control where 0% means no effect; nearly all actives have a fitted effect of over 45% in size
#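 H1299 (p53-null), stable ts p53-A138V + BP100-Luc; 1000 cells/well, Opti-MEM/10% FBS; cpd 4 pt, 1:5; 24 h, 37 deg C, 5% CO2; detection reagent 10 min RT; luminescence.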
# ELG1 genotoxic: induces genotoxicity in HEK293T cells with luciferase-tagged ELG1; HEK293T ELG1-luciferase reporter, luminescence, 16 h; Potency, µM (doses to about 46 µM), inactives show at the highest dose activity change, positive = activation, most hits filed as activators; actives 1.3% (n = 330,000); AID 504466; note: potency is the fitted concentration of half-maximal effect; % of control where 0% means no effect; nearly all actives have a fitted effect of over 60% in size
#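 HEK293T cells expressing luciferase-tagged ELG1 were treated with compound or DMSO for 16 hr at 37°C. Luciferase activity was then read after 30 min with ONE-Glo at room temperature; rising signal flags genetic stress.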
# RORg inh: blocks mouse ROR gamma transcriptional activity. Potency, µM (highest dose often 53.6 µM), for the others: at the top dose activity change, negative = inhibition, actives largely listed as inhibitors. AID 2551. actives 5.4% (n = 310,000). Drosophila S2 Gal4-RORgamma UAS-luciferase reporter, 20 h; note: potency is the fitted concentration of half-maximal effect; % is set by controls: 0 for no effect and ±100 for the full control effect; nearly all actives have a fitted effect of over 60% in size
#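 Drosophila S2 cells stably expressing Gal4-DBD/mouse RORγ fusion under metallothionein promoter plus UAS-luciferase; compound 1 h, then 700 uM CuSO4 induction for 20 h at ambient temperature; inhibition read as reduced luminescence.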
# BRCA1 expr act: activators of BRCA1 expression | MCF7-BRCA1-FFLuc reporter, luminescence, 48 h; response scale: scaled: vehicle 0%, 10 µM genistein 100% | Potency, µM (series often up to 46.1 µM), for inactives: at the highest dose activation, actives largely listed as activators | actives 1.1% (n = 380,000); note: potency is the fitted concentration of half-maximal effect; nearly all actives have a fitted effect of over 80% in size; some results filed as inactive show a strong effect at the top dose
#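 Quantitative HTS in MCF7 cells stably reporting BRCA1 expression via firefly luciferase. Compound treatment lasts 48 h at 37 °C in phenol-red free MEM. Activation is expressed relative to genistein at 10 microM and DMSO.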
# ELG1 repair inh: inhibitors of ELG1-dependent DNA repair in HEK293T cells; actives 2.3% (n = 330,000); HEK293T ELG1-luciferase reporter, luminescence, 16 h; DNA damage induced by 5-fluorouridine; Potency, µM (series often up to 46.1 µM), without a hit: at the top dose activity change, negative = inhibition, most hits filed as inhibitors; note: potency is the fitted concentration of half-maximal effect; % is set by controls: 0 for no effect and ±100 for the full control effect; nearly all actives have a fitted effect of over 55% in size
#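 Step one: seed 2,000 cells per well. Step two: pin-transfer compound or DMSO alongside 5-fluorouridine. Step three: incubate 16 hr, 37 °C, 5% CO2. Step four: add ONE-Glo, wait 30 min, read luminescence.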
# Rab9 prom act: activates the Rab9 promoter. Huh7 Rab9 promoter-luciferase reporter, luminescence, 24 h. Potency, µM (doses to about 9.22 µM), for the others: at the highest dose activation, negative = inhibition, usual class: activators. actives 2.8% (n = 320,000); note: potency is the fitted concentration of half-maximal effect; % of control where 0% means no effect; nearly all actives have a fitted effect of over 60% in size
#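 Cell-based reporter: Huh7 stable for Rab9 promoter-driven luciferase, plated in reduced-serum medium with 10% FBS at 1500 cells/well, compound-treated 24 h at 37 °C, luminescence read after 10 min reagent.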
# NPC1 promoter act: activators of NPC1 promoter; Huh7 NPC1 promoter luciferase reporter, 24 h; Potency, µM (top dose mostly 9.22 µM), inactives show at the top dose activation, actives largely listed as activators; actives 2.4% (n = 320,000);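 note: potency is the fitted concentration of half-maximal effect; % of control where 0% means no effect; nearly all actives have a fitted effect of over 60% in size; reporter is driven by a mutant NPC1 promoter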
#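 Readout is luciferase luminescence, reflecting NPC1 promoter activation in stably transfected Huh7 cells after 24 h compound exposure at 37 °C in reduced-serum medium with 10% FBS.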
# Tb PFK block: blocks T. brucei phosphofructokinase; O15648; T. brucei PFK, ADP-Glo luminescence; Potency, µM (highest dose often 57.5 µM), for the others: at the top dose activity, negative = inhibition, hits mostly inhibitors; actives 0.17% (n = 330,000);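 note: potency is the fitted concentration of half-maximal effect; 0% = uninhibited 1x PFK enzyme wells and -100% = no-enzyme wells; nearly all actives have a fitted effect of over 60% in size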
#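 Compounds were pin-transferred as a titration series up to 57 uM into substrate buffer (0.5 mM F6P, 0.1 mM ATP, pH 8.0), then 1.25 nM PFK was added and reactions ran 45 min before ADP-Glo detection.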
# FLuc modulator: firefly luciferase modulation, counter-screen for miR-21 project; P08659; purified FLuc, Km substrates, luminescence inhibition; Potency, µM (highest dose often 57.5 µM), for the others: top-dose activity change, negative = inhibition, usual class: inhibitors; actives 6.9% (n = 360,000); AID 588342;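 note: potency is the fitted concentration of half-maximal effect; plate controls were vehicle for no effect and reference inhibitor for full effect; nearly all actives have a fitted effect of over 55% in size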
#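 Purified P. pyralis luciferase (10nM final) with 10uM D-luciferin and 10uM ATP (Km levels) in 50mM Tris acetate pH 7.5, 10mM Mg acetate, 0.01% Tween-20, 0.05% BSA; qHTS 6-point titration, ~60 µM downward; luminescence read.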
# TRPV1 agonist: activates the human vanilloid receptor TRPV1; actives 0.19% (n = 320,000); activation, % at 8.33 µM; Q8NER1; AID 540275; TRPV1-expressing cells, Fluo-8 calcium influx, agonist mode; in the data active = activation above about 80%; inconclusive = between about 30% and that limit; note: 0% is about no effect
# Target sequence (Q8NER1 whole entry, looked up): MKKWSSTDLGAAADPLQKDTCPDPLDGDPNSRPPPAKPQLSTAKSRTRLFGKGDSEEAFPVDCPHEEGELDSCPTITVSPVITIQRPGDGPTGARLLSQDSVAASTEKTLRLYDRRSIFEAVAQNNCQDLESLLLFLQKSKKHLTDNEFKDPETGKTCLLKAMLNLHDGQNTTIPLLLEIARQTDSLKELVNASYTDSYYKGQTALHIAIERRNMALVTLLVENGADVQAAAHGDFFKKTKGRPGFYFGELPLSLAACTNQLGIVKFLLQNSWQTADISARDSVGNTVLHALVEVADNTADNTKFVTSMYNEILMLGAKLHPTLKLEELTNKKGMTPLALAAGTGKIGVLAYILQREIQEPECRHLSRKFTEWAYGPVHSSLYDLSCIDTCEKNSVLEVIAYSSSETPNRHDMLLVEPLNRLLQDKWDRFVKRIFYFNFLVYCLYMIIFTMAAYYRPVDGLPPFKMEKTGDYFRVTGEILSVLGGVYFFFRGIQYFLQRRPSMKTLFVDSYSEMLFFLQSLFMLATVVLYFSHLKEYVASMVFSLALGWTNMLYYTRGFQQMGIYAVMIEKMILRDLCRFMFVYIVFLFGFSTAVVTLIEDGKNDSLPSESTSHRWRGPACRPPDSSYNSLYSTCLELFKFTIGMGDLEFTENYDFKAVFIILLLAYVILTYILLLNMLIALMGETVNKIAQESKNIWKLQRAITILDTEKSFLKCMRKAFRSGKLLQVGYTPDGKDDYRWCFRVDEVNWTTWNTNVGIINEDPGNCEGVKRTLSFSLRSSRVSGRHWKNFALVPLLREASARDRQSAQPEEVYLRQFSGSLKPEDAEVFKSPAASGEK
#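 TRPV1-expressing cells were cultured overnight at 35.5C and loaded with Fluo-8 calcium dye for 40 to 90 min at room temperature. After a 10 s baseline, compound was added and calcium influx was read kinetically for 3 min (ex 480/em 520 nm).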
# * = called active by the depositor; i = inactive; ? = inconclusive; . = no result given; [ ] = remark or other dose. Unless noted, calls come from the whole dose curve; as a rule, active = well fitted curve in the direction sought with a large enough effect; inconclusive = small, poorly fitted or top-dose-only effect, or another doubt; inactive = no such curve, though single readings can be large; an effect the other way counts as inactive or inconclusive.
SMILES,VP16 counter,p53 reactivation,ELG1 genotoxic,RORg inh,BRCA1 expr act,ELG1 repair inh,Rab9 prom act,NPC1 promoter act,Tb PFK block,FLuc modulator,TRPV1 agonist
Cn1c(CNS(=O)(=O)c2cccc(Cl)c2)cc(=O)n(C)c1=O,7%,9%,1%,-14%,4%,26%,-2%,1%,1%,-1%,-3
CCNc1nc(NCC)nc(Oc2ccc(N)cc2)n1,2%,-3%,3%,-4%,-9%,-6%,-6%,1%,-2%,-2%,3
Cc1cc(C(=O)COc2cc(F)ccc2[N+](=O)[O-])c(C)n1CC1CCCO1 (configuration not stated),.,1%,4%,.,4%,?,.,.,5%,.,.
Cc1cc(-c2ccccc2)nc(N(C)NC(=O)c2c(F)cccc2F)c1S(C)(=O)=O,5%,-2%,-17%,26%,-12%,18µM*,2%,14%,5%,2%,1
CC(C)CN(C(=O)CSc1nnc(-c2cccs2)n1N)c1c(N)n(Cc2ccccc2)c(=O)[nH]c1=O,.,0%,-6%,.,-5%,22%,-1%,-3%,-12%,1%,0
Cc1nc([N+](=O)[O-])c(N2CCN(C)CC2)n1Cc1ccccc1,0%,9%,-1%,-14%,0%,2%,-1%,-5%,4%,-1%,-2
O=S(=O)(Oc1ccccc1C(=S)N1CCOCC1)c1ccc(Cl)cc1,10%,-11%,-9%,-2%,-11%,0%,-1%,-2%,-10%,-2%,-2
CCOC(=O)c1c(NC(=S)Nc2ccc(Cl)cc2)sc(C)c1C,-13%,-1%,5%,-16%,-4%,?,0%,1%,4%,3%,0
CCOC(=O)N1CCC(NC(=O)c2oc3c(F)cccc3c2C)CC1,-2%,?,0%[9.26 µM],19%,?,?,?,30%,2%,?,7
CCCCn1nc(C(=O)N(C)CC(=O)Nc2ccc(F)c(F)c2F)ccc1=O,.,-7%,-1%,.,-8%,24%,.,.,-2%,.,.
c1ccc(C2=Nn3c(nnc3-c3ccncc3)SC2)cc1,-1%,-27%,-14%,6%,-5%,8.2µM*,-4%,2%,10%,0%,-5
CCN1C(=O)N/C(=C/c2ccc(Sc3ccc(C)cc3)o2)C1=O,?,6%,-8%,?,-1%,?,-3%,-3%,0%,-11%,11
O=S(=O)(c1ccc(Br)cc1)N1CCCC1,-11%,.,0%,-1%,2%,-1%,-5%,-5%,1%,2%,-3
COc1cc(NC(=O)CN2C(=O)C(C)N(c3ccc(C)cc3)C2=O)cc(OC)c1 (configuration not stated),.,-2%,-1%,.,-1%,-6%,1%,2%,-5%,0%,0
Cc1ccc(OCCNC(=O)c2cc(C3CC3)nc3c2cnn3C(C)C)cc1,.,-1%,-5%,.,-38%,-24%,-12%,1%,-3%,-2%,23
OCC1(Cc2ccccc2)CCN(Cc2cnn(-c3ccccc3F)c2)CC1,6%,11%,1%,-24%,-9%,-4%,-2%,-3%,0%,0%,4
CC(C)COC(=O)Nc1ccc(C(=O)O)cc1,3%,0%,5%,8%,2%,15%,14%,0%,-2%,?,-4
Cc1ccc(S(=O)(=O)N2CCC(C(=O)Nc3ccccc3N3CCCC3)CC2)c(C)c1,.,4%,-33%[inhibitor],.,-42%,?,6%,5%,-1%,13%,-2
CN1CCC(N(C)S(=O)(=O)c2ccc(NC(=O)c3cccc(C#N)c3)cc2)CC1,.,-8%,2%,.,-9%,0%,-4%,0%,1%,5%,-1
COc1ccccc1-n1c(SCC(=O)N2CCc3ccccc32)nc2c(c1=O)SCC2,15%,1%,-18%,?,-19%,?,0%,7%,0%,?,-3
O=C(NC1CCCCC1)C(c1ccc2ncccc2c1)N(Cc1ccccc1)C(=O)c1ccc2c(c1)OCCO2 (configuration not stated),-17%,-3%,-7%,-4%,-45%,?,0%,-7%,-5%,8%,16
O=C(COC(=O)Cc1n[nH]c(=O)c2ccccc12)Nc1cccc(C(F)(F)F)c1,-22%,-3%,0%,18%,-5%,-17%,-3%,-2%,1%,3%,13
Cn1c(=O)n(C)c2cc([N+](=O)[O-])c(N3CCN(C(=O)c4cccc(Cl)c4)CC3)cc21,-9%,19%,1%,3%,-45%,?,-1%,-1%,1%,5%,8
COc1ccc(COC(=O)C2CCN(S(=O)(=O)c3ccc(Cl)cc3)CC2)cc1,.,2%,0%,.,-17%,-4%,-1%,0%,0%,4%,5
O=C(Nc1ccc(NC(=S)NC(=O)c2ccccc2F)cc1)c1cccs1,-25%,-5%,-12%,?,-6%,?,1%,-2%,4%,-5%,-2
SMILES,VP16 counter,p53 reactivation,ELG1 genotoxic,RORg inh,BRCA1 expr act,ELG1 repair inh,Rab9 prom act,NPC1 promoter act,Tb PFK block,FLuc modulator,TRPV1 agonist
O=C(NC(Cc1ccccc1)C(=O)O)/C(=C\c1ccccc1)NC(=O)c1ccc(Br)o1 (configuration not stated),-2%,14%,1%,12%,-2%,22%,14%,-3%,1%,7%,8
O=C(/C=C/c1ccco1)NC(=S)Nc1ccc(N2CCCC2)cc1,3.2µM*,19%,0%,2µM*,-69%,?,-1%,0%,-1%,-4%,-2
CCc1noc(C)c1C(=O)Nc1nc(-c2cccs2)cs1,.,14%,?,.,65%,?,21%,22%,-6%,?,2
Cc1ccc(-c2nnc3n2N=C(c2ccc(Br)cc2)CS3)cc1,1%,-5%,6%,2%,4%,-7%,3%,7%,2%,-1%,.
On1c(-c2ccc(Cl)cc2Cl)nc2ncccc21,3%,3%,5%,-9%,1%,0%,20%,-3%,1%,-14%,-3
O=C(Nc1ccc(Cl)cc1)c1nc[nH]c1C(=O)NCc1ccccc1,.,-4%,-4%,.,-31%,-11%,-4%,-4%,-1%,0%,?
CCN(CC(=O)NC1CCS(=O)(=O)C1)C(=O)c1ccc(OC)c([N+](=O)[O-])c1 (configuration not stated),.,0%,0%,.,-25%,13%,-4%,-2%,1%,9%,-2
CC1CN(c2oc(-c3ccccc3Cl)nc2C#N)CC(C)O1 (configuration not stated),-2%,2%,-3%,-17%,-36%,1%,-2%,-2%,2%,0%,11
O=C(Nc1cccc(S(=O)(=O)NC2=NCCC2)c1)c1cc(F)c(F)c(F)c1F,.,0%,0%,.,-15%,-1%,-3%,-1%,-2%,8%,11
CC1(C)CC(=O)C2=C(C1)O[C@@]1(CCCCN3C(=O)c4ccccc4C3=O)Cc3ccccc3C2O1,-13%[10 µM],.,.,-15%[10 µM],.,.,-12%[1.84 µM],-4%[1.84 µM],-4%[11.5 µM],2%[11.5 µM],i
CCOC(=O)C1CCN(S(=O)(=O)c2ccc3c(c2)CCN3C(C)=O)CC1,5%,2%,-7%,-2%,-13%,-14%,-9%,-8%,-7%,4%,-3
O=C(CCCCCN1C(=O)CCC1=O)Nc1ccc(Cl)c(C(F)(F)F)c1,?,7%,-6%,22%,-59%,1%,4%,2%,-26%,0%,5
CC(=O)c1sc2ccccc2c1OC(=O)c1ccco1,-26%,8%,-2%,-100%,-16%,-13%,-2%,1%,-7%,-15%,7
CCCCCOC(=O)CSc1n[nH]c(=O)[nH]c1=O,0%,-5%,3%,-1%,1%,0%,-3%,1%,1%,10%,-3
Cc1cc(C)c2c(CN3CCN(C)CC3)cc(=O)oc2c1,1%,-1%,0%,-35%,4%,2%,-2%,1%,0%,-1%,0
Cc1ccc(-c2c3c(=O)n(C)c(=O)n(C)c3cn2Cc2ccccn2)cc1,4%,-2%,0%,-19%,-6%,10%,2%,1%,-1%,3%,-1
Cc1ccc(C)c(CSc2ccc3nnc(-c4ccccn4)n3n2)c1,-14%,-7%,-10%,-12%,-30%,?,-1%,-7%,4%,0%,-6
CCOc1cc(/C=C(\C#N)C(=O)Nc2ccccn2)ccc1O,29%,18%,9%,?,1%,5%,1%,-7%,2%,17µM*,3
CC1(C(=O)N(CC(=O)NC2CCCC2)Cc2ccco2)CC(=O)N=C2C=CC=CN21 (configuration not stated),-9%,-5%,0%,-23%,13%,13%,-3%,-5%,20%,-1%,3
CC(=O)c1cccc(NC(=O)COC(=O)C2=COCCO2)c1,16%,4%,-1%,50%,24%,6%,1%,-4%,-1%,-4%,2
Cc1ccc(C(=O)N[C@H](C(=O)OCc2cc(=O)oc3cc(C)ccc23)C(C)C)cc1,-4%,2%,0%,2%,-17%,5%,-2%,0%,0%,-9%,8
COc1ccccc1NC(=O)CCCC(=O)OCC(F)(F)C(F)F,0%,-2%,0%,-32%,10%,7%,-2%,-3%,1%,0%,2
O=C(O)c1cc(-c2ccc(Cl)cc2)n(-c2ccccc2)n1,0%,0%,3%,-3%,-6%,3%,1%,-5%,1%,?,4

# This is a random part of the collection; about 15% have a hit in one of these screens.
